# Screening results deposited in PubChem by National Center for Advancing Translational Sciences (NCATS).
# MLL CXXC-DNA inh – inhibitors of human MLL CXXC domain-DNA interaction; hit rate 0.037% among 290,000; MLL-CXXC / FITC-HOXA9 DNA fluorescence polarization; Potency, µM (titrated, usually from 115 µM), for inactives: top-dose activity change, negative = inhibition, usual class: inhibitors; Q03164; active means well fitted inhibition curve with a large enough effect in the polarisation, with a control signal flat, not every such curve was filed as active; inconclusive means small, poorly fitted or top-dose-only effect, or effect the other way, or a change in a side signal; inactive means no such curve, though single readings can be large or run the other way; the % refers to the polarisation; further: potency means the concentration at half of the fitted maximal effect
# Target sequence (Q03164 whole entry, looked up, the tested form may be a part): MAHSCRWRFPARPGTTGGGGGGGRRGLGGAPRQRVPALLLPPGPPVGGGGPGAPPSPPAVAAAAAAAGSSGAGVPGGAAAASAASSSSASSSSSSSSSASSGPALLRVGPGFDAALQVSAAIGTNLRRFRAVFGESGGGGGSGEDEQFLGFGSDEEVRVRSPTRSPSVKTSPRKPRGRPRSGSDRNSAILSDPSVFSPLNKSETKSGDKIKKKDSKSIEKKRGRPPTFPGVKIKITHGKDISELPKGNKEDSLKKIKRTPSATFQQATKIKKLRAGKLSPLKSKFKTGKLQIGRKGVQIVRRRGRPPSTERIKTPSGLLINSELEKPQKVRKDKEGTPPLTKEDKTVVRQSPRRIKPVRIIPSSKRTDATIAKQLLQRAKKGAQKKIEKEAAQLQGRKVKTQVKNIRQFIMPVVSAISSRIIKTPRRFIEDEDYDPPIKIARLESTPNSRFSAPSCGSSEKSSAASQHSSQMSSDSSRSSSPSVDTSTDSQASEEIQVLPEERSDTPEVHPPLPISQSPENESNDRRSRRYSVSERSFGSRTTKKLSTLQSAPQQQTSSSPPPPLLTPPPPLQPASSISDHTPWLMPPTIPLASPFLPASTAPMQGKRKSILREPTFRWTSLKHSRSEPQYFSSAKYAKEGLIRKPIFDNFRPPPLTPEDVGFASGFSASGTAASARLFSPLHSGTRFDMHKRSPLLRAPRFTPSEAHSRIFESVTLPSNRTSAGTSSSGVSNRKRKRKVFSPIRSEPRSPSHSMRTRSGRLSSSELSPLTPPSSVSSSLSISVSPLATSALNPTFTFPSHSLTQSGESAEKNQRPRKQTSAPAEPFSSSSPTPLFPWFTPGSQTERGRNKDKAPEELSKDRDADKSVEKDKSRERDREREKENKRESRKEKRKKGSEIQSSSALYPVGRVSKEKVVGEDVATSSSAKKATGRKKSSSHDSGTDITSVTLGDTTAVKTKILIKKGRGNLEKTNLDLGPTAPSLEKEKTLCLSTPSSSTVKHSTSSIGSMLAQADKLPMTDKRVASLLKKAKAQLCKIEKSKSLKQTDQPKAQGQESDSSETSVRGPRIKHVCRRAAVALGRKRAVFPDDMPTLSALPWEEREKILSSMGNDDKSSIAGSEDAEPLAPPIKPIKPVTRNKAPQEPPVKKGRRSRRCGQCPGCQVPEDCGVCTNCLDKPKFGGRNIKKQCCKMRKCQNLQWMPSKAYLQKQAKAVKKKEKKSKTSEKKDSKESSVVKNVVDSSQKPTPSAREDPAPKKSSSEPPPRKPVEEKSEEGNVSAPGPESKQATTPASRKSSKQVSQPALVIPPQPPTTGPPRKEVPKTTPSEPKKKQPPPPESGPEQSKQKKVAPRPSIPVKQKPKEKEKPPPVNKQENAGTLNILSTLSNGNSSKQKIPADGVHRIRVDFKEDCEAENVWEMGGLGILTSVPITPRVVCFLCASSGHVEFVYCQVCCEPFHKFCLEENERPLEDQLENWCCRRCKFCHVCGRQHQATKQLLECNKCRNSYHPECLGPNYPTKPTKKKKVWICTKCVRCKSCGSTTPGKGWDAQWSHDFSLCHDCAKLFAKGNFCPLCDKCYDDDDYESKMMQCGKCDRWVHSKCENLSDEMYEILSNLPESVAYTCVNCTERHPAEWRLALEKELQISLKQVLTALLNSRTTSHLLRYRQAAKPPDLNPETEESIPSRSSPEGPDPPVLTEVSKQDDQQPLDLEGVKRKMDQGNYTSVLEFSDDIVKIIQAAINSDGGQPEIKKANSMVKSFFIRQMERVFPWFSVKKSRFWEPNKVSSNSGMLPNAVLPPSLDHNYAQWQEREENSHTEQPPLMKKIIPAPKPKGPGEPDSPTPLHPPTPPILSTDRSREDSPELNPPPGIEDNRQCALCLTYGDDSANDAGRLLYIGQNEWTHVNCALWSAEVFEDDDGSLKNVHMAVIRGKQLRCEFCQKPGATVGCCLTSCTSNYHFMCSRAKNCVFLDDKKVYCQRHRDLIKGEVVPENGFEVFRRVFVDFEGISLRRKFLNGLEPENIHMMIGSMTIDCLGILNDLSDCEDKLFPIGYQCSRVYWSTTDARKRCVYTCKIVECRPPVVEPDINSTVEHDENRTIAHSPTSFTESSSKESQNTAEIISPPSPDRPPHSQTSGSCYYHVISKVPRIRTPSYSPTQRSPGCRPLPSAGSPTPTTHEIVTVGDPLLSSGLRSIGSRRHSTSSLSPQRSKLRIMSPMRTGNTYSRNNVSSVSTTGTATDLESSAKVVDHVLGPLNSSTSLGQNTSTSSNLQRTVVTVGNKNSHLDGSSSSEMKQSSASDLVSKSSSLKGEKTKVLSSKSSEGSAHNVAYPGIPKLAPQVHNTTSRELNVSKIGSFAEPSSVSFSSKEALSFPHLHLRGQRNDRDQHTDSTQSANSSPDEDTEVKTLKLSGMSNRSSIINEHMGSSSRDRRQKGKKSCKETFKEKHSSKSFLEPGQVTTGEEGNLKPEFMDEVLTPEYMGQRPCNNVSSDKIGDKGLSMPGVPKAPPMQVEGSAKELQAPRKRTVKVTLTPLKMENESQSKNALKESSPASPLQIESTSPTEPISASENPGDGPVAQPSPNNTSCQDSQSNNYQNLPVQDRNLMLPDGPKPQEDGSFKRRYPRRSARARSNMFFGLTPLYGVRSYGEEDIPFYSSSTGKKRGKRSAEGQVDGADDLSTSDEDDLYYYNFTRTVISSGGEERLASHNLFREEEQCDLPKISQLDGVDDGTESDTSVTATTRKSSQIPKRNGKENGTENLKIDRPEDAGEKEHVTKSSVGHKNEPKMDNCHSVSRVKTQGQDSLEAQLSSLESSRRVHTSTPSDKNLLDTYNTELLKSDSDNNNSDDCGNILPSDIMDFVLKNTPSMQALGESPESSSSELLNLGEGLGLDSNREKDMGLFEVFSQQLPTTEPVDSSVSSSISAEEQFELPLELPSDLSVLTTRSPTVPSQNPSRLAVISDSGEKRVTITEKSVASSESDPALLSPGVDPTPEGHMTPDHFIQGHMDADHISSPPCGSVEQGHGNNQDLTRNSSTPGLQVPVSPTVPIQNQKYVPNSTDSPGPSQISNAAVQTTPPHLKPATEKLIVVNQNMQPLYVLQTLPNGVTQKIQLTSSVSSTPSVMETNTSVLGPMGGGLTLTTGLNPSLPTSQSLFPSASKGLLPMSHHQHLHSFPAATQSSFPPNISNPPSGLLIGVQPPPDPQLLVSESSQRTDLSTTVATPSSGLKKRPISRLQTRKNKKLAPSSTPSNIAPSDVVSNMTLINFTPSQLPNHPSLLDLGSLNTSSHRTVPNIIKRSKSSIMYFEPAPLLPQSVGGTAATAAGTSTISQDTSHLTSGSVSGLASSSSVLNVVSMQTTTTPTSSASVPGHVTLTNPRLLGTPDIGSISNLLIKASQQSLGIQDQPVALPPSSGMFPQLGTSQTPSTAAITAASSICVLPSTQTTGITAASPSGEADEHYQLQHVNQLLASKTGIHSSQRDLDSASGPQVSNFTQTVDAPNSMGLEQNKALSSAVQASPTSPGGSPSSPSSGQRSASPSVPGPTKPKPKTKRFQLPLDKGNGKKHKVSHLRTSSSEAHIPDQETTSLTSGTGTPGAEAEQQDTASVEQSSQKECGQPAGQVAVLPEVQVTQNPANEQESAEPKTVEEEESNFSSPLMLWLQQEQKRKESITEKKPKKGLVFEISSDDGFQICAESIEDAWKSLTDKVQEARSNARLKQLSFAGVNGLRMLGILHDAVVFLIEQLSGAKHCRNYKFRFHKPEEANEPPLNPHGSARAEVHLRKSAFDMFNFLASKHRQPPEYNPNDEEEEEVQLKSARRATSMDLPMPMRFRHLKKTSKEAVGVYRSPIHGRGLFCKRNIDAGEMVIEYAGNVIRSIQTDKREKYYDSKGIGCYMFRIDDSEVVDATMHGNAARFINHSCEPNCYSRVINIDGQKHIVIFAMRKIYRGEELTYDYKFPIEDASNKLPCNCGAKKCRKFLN
#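 Fluorescence polarization: 7 uM MLL-CXXC (stock) preincubated 5 min with compounds, then 50 nM fluorescein-HOX-A9 DNA (stock) added; 30 min ambient. Buffer 50 mM Tris-HCl pH 7.5, 50 mM NaCl, 1 mM DTT, 0.05% BSA.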
# FBPA coupling cs – counter-screen for Giardia aldolase inhibitors: coupling enzyme system. coupling enzyme system counterscreen, AmpLite Red fluorescence. activity change, negative = inhibition, % at 58.2 µM, hits read low. hit rate 0.67% among 290,000; in the data active means activity change below about -30%; further: on the % scale 0 is the no-effect control and ±100 the full control effect
#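 Fluorescence at 525 nm excitation and 598 nm emission measured inhibition of the coupled detection system without aldolase. Compounds (at 57.5 uM final) were preincubated 10 min at room temperature with coupling enzyme reagent before a 20 min substrate/AmpLite Red step.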
# Chronic BCR inh – chronic active BCR signaling inhibition; ABC-DLBCL IkBa-CBG/CBR reporter, luminescence ratio, 4 h; Potency, µM (doses to about 46.1 µM), without a hit: at the top dose ratio change, negative = lower green/red ratio, most hits filed as inhibitors; hit rate 0.05% among 340,000; active means well fitted inhibition curve with a large enough effect in the signal ratio, with a control signal flat, not every such curve was filed as active; inconclusive means small, poorly fitted or top-dose-only effect, or effect the other way, or a change in a side signal; the % refers to the signal ratio;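 further: potency means the concentration at half of the fitted maximal effect; plate controls were basal doxycycline-induced cells for no effect and cells given 10 µM MG132 for full effect; MG132 reads +100%, hits lower the ratio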
#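 Doxycycline induced both beetle luciferases in TMD8 lymphoma cells; IKK-driven degradation limits the IkappaBalpha-fused green signal, while red luminescence normalises for cell number and nonspecific effects. Compounds tested up to 46 uM, 4 hrs.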
# A-T KAP1 phos – candidate therapy for ataxia-telangiectasia. AID 485349. […] A-T fibroblasts, KAP-1 phosphorylation AlphaLISA; neocarzinostatin DNA damage 30 min before lysis. hit rate 0.19% among 320,000. Potency, µM (doses to about 57.5 µM), for inactives: at the highest dose activation, most hits filed as activators; further: potency means the concentration at half of the fitted maximal effect; % of control where 0% means no effect; nearly all actives have a fitted effect of over 45% in size
#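 ATM-like activity read as KAP-1 phosphorylation via AlphaLISA donor/acceptor antibody pairs after lysis and 6 hr at 25C. Cells were ATM-null patient fibroblasts ([…], hTERT), dosed 60 min, then exposed to the DSB inducer NCS for 30 min.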
# Tb PFK block – inhibitors of T. brucei phosphofructokinase; O15648; T. brucei PFK, ADP-Glo luminescence; Potency, µM (top dose mostly 57.5 µM), for inactives: top-dose activity, negative = inhibition, usual class: inhibitors; hit rate 0.17% among 330,000; AID 485367;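 further: potency means the concentration at half of the fitted maximal effect; 0% = uninhibited 1x PFK enzyme wells and -100% = no-enzyme wells; nearly all actives have a fitted effect of over 60% in size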
#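 PFK 1.25 nM, F6P 0.5 mM, ATP 0.1 mM, 0.1 M TEA pH 8.0, 5 mM MgCl2, 0.01% Tween20, 0.1% BSA; 45 min RT. ADP-Glo readout. qHTS titration up to 57 uM; curves fitted, compounds curve-classed.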
# TSHR antagonist – human thyrotropin receptor antagonism; P16473; TSHR-expressing cells, TSH-stimulated cAMP HTRF, 2 h; hits give low values; activity change, negative = inhibition, % at 11.5 µM; hit rate 0.2% among 330,000; AID 504810;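 active means activity change below a set negative limit, meaning inhibition stronger than a set level, cut at about -70% in these data; inconclusive means activity change between two set negative limits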; further: on the % scale 0 is the no-effect control and ±100 the full control effect
#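 TSHR-expressing cells were treated with compounds, then stimulated with TSH at EC80 (4nM final) for 2 hours at 37 deg C. Cellular cAMP was measured by HTRF competition between lysate cAMP and cAMP-d2 for a cryptate-labelled anti-cAMP antibody.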
# TCR activator – T cell receptor activation. primary human leukocytes, anti-CD3, IL-2 HTRF, 48 h. Potency, µM (titrated, usually from 9.22 µM), for the others: at the top dose activation of IL-2 secretion, actives largely listed as activators. 330,000 tested, under 10 active. AID 504894; further: % of control where 0% means no effect
#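 Readout: HTRF IL-2, Eu-cryptate/d2 antibody pair, 320nm excitation, 665nm emission. Stimulus: a-CD3 beads, no co-stimulation. Cells: primary human leukocytes. Exposure: 48 hr with compound.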
# GALK inhibitor – galactokinase (human) inhibition | Potency, µM (highest dose often 57.5 µM), for inactives: at the highest dose activity change, negative = inhibition, hits mostly inhibitors | AID 1868 | Purified GALK, Kinase-Glo residual ATP luminescence | hit rate 0.007% among 270,000 | P51570; further: potency means the concentration at half of the fitted maximal effect; on the % scale 0 is the no-effect control and ±100 the full control effect
#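 Luminescence from leftover ATP (Ultra-Glo luciferase/luciferin) served as read-out after a 1 h room-temperature reaction of 5 nM GALK with 35 uM ATP and 100 uM galactose.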
# hERG WT inh – blocks the wildtype human KCNH2 potassium channel | activity change, % at 1.84 µM | U2OS, BacMam KCNH2, thallium flux FluxOr; hits give low values | hit rate 0.37% among 340,000 | Q12809;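 active means maximum activity change below -70%; inconclusive means maximum activity change between -70% and -50%; inactive means maximum activity change above -50%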; further: on the % scale 0 is the no-effect control and ±100 the full control effect
#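 U2OS cells were transduced with wild-type KCNH2 virus (2.03 x 10^8 / mL) for 4 h at room temperature, then cultured overnight at 37 C. Thallium flux was read with FluxOr dye. Rate constants were normalized to DMSO controls.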
# Giardia killer – kills Giardia lamblia; Giardia lamblia trophozoite viability; activity change, % at 7.66 µM, hits read low; hit rate 0.15% among 340,000; AID 540267; in the data active means activity change below about -80%; inconclusive means between about -30% and that limit;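 further: parasites exposed to compound for two days anaerobically before the ATP read; on the % scale 0 is the no-effect control and ±100 the full control effect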
#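 Anaerobic 48 hrs incubation at 37 deg C of 100 trophozoites/well with test compounds; ATPLite 1-Step luminescence, 15-30 min RT, reports cellular ATP as viability.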
# Starred values were filed as active, the others as inactive; ? = inconclusive; / = not tested or not shown; & = joins results of further samples; [ ] = remark or other dose. Unless noted, the call rests on the fitted dose curve; in most records, active means well fitted curve in the direction sought with a large enough effect; inconclusive means small, poorly fitted or top-dose-only effect, or another doubt; inactive means no such curve, though single readings can be large; an effect the other way counts as inactive or inconclusive.
SMILES,MLL CXXC-DNA inh,FBPA coupling cs,Chronic BCR inh,A-T KAP1 phos,Tb PFK block,TSHR antagonist,TCR activator,GALK inhibitor,hERG WT inh,Giardia killer
COc1cccc(C(=O)NC2CC3CCCC(C2)N3S(=O)(=O)c2ccccc2)c1 (stereo not drawn),2%,3,-4%,3%,2%,-11,-1%,-1%,3,-1
COc1cc(/C=N/Nc2ccc(Cl)cc2)ccc1OC(=O)c1cccs1,168%[activator],-1,-1%,-2%,5%,-2,4%[46.1 µM],-2%,-2,-12
O=C(NNC(=S)Nc1ccc(F)cc1)C1[C@H]2CCCC[C@@H]12 (stereo partly drawn),-16%,-1,-13%,-11%,-6%,1,-9%,2%,2,1
CC(C)C(=O)NC(=S)Nc1ccc(S(=O)(=O)Nc2ccccc2)cc1,2%,-3,-14%,-3%,-7%,-2,-2%[46.1 µM],1%,-1,-6
Cc1ccc(-n2c3c(c(=O)[nH]c2=S)C(C(F)(F)F)(C(F)(F)F)NC(=O)N3)cc1,-5%,5,1%,/,4%,36,3%,0%,-11,-2
CCN(CC(=O)Nc1cccc(OC)c1)C(=O)c1cccc(S(=O)(=O)N2CCc3ccccc32)c1,/,/,?,-5%,0%,-18,-4%,/,-2,2
CC1CC(C)CN(S(=O)(=O)N2CCC(C(=O)NCc3ccco3)CC2)C1 (stereo not drawn),-4%,2,-1%,2%,1%,1,6%,1%,/,6
Cc1c(Cl)cccc1NC(=O)NCc1ccccn1,?,0,2%,-3%,-5%,15,5%,0%,4,-10
Cc1nn(C)c(C)c1NS(=O)(=O)c1ccc(Cl)cc1,/,/,?,-3%,-1%,-4,-1%,/,-12,11
Cc1cc(C(=O)COC(=O)CN(C)S(=O)(=O)c2ccc(Cl)cc2)c(C)n1Cc1cccs1,-3%,5,0%,3%,0%,4,-3%,-1%,-1,-18
O=C(Cc1cccs1)NCc1cccnc1,3%,1,-6%,2%,3%,-4,0%,-3%,-2,29
Cc1ccc(-n2c3c(c(=O)[nH]c2=O)C(NS(=O)(=O)c2ccc(C)cc2)(C(F)(F)F)C(=O)N3)cc1 (stereo not drawn),-4%,-1,/,-3%,-3%,28,3%,1%,-3,-8
Nc1nc(SCC(=O)N2CCN(c3ccc(F)cc3)CC2)n[nH]1,/,/,?,-3%,-1%,-2,-4%,/,3,6
Cc1cc(C)cc(N2C(=O)CC(c3ccccc3)CC2=O)c1,/,/,0%,4%,-2%,-7,-8%,/,-13,?
CC1CCN(CCCNC(=O)CN2C(=O)CSc3ccc(S(=O)(=O)N4CCCCC4)cc32)CC1,4%,-2,5%&7%,8%,4%,-11,15%,0%,38,3
CC(C)CCNc1ncnc2c1nnn2Cc1ccccc1Cl,3%,0,0%,0%,-5%,-28,1%,4%,-30,9
O=C(Nc1nnc(C2CC2)s1)c1cccc(S(=O)(=O)N2CC(c3ccccc3)CC2=O)c1 (stereo not drawn),11%,6,?,22%,0%,-16,3%,1%,18,1
Cc1ccc(Nc2nc(N)nc(CSc3nncn3C)n2)cc1,-2%,-3,-16%,9%,0%,39,2%[46.1 µM],-1%,-4,6
O=C(c1ccc(Cl)cc1)N1CCN(c2ccnc3cc(Cl)ccc23)CC1,0%,8,?,-2%,-3%,3,1%,3%,-10,-12
CCc1ccc2nc(N(CCN(C)C)C(=O)c3ccc4ncsc4c3)sc2c1,-1%,/,-15%,3%,0%,44,/,2%,6,25
COC(=O)CSC1=C(C#N)C(c2ccc(C)o2)CC(=O)N1 (stereo not drawn),-4%,0,?,3%,-1%,-9,/,5%,-8,21
COc1cccc(-n2c(SCC(=O)Nc3cc(C)on3)nc3c([nH]c4ccccc43)c2=O)c1,7%,0,-2%,10%,0%,6,-10%[46.1 µM],0%,-2,14
CCc1ccc(S(=O)(=O)/N=C2/C=C(Sc3ncn[nH]3)C(=O)c3ccccc32)cc1,-4%,-58*,?,-8%,-28%,-13,-3%[46.1 µM],-4%,11,0
Cc1ccc(-c2csc(NC(=O)c3ccc(-c4ccccc4)cc3)n2)o1,-5%,-8,?,8%,-15%,-36,1%,-4%,-6,18
COc1ccc(CN2C(=O)c3ccccc3C2=O)cc1C(=O)Nc1ccccc1N1CCOCC1,-5%,0,1%,-2%,0%,7,-2%,-1%,1,3
CCCOC(=O)Nc1nnc(CCC)s1,-4%,2,?,-4%,-2%,12,8%,1%,22,8
COC(=O)c1ccc(/C=N/Nc2nc(N3CCCCC3)nc(N3CCCCC3)n2)cc1,-1%,-2,/,1%,-2%,-5,-1%,0%,2,-15
N#CCCN/N=C(/Cc1nc2ccccc2[nH]1)c1ccc(Cl)cc1,8%,0,?,-8%,3%,7,/,-4%,/,/
CCOc1ncccc1C(=O)OCC(=O)c1ccc(Cl)s1,1%,0,?,6%,3%,6,1%,4%,17,-12
CC(OC(=O)c1ccc(Cl)nc1)C(=O)Nc1ccc(S(=O)(=O)N2CCCC2)cc1 (stereo not drawn),/,/,-1%,-1%,-2%,-9,-2%,/,-4,-11
Nc1nc2c(c3c1c(=O)oc1ccccc13)CCCCC2,0%,-1,10%,3%,0%,0,6%,2%,3,-2
CCC(C)C(NS(=O)(=O)c1ccc(C)cc1)C(=O)NCCCN1CCOCC1 (stereo not drawn),6%,/,-2%,3%,-1%,4,-3%,5%,0,-8
COC(=O)C(NS(=O)(=O)c1ccc(N2CCCC2=O)cc1)c1ccccc1 (stereo not drawn),22%,/,0%,14%,-2%,-12,2%,1%,-5,-17
CC(C)NC(=O)c1cc2c(s1)CCCC2,8%,-11,-22%,-1%,5%,-20,-1%[46.1 µM],1%,-6,0
COc1ccc(OCC(=O)Nc2ccc(NC(=O)c3ccccc3Cl)c(OC)c2)cc1,2%,/,-5%,-5%,0%,-4,-1%,-1%,20,-10
Cc1ncc(CN2CCCC(C(=O)Nc3ccc(-n4ccnc4C)cc3)C2)cn1 (stereo not drawn),5%,1,0%,-1%,-7%,4,11%,-1%,-8,5
CSc1nc(N)nc(SCC(=O)c2ccccc2)c1C#N,0%,0,?,5%,1%,-22,0%,-1%,-4,-3
C[C@@H](NC(=O)[C@@H]1Cc2ccccc2CN1)C(=O)NC1CCCCC1,-2%,/,?,10%,0%,-134*,-5%,-3%,-2,2
CN(C)CC#CCC(O)(c1ccccc1)c1ccccc1,1%,3,0%,-31%,0%,-4,-1%,5%,3,4
COC(=O)c1ccc(CN2C(=O)NC(c3ccccc3)(c3ccccc3)C2=O)o1,0%,1,-1%,12%,-6%,-4,4%,0%,2,-12
C=CCn1nnnc1SCC(=O)Nc1ccc(C(=O)OC)cc1,2%,/,4%,6%,0%,30,2%,-2%,7,-4
CCn1c(COc2cccc(OC)c2)nnc1SCC(=O)N1CCOCC1,4%,3,2%,11%,-1%,2,/,2%,8,7
O=C(OCc1ccc(F)cc1)c1cccnc1Cl,21%,0,-17%,14%,-1%,24,2%,-1%,-10,-15
CC(C)c1ccc(NC(=O)c2cc(Br)ccc2Br)cc1,-13%,-7,-17%,-1%,-8%,-26,-3%,4%,-7,-8
CCOC(=O)C(=CNc1cc(C)ccc1C)C(=O)OCC,8%,-1,-2%,-6%,-3%,-16,0%,1%,6,-3
COc1cccc(-c2csc3nnc(SCC(=O)c4ccc(NC(C)=O)cc4)n23)c1,31%[activator],5,0%,1%,?,2,-3%,-2%,-6,0
COc1ccc(NC(=O)c2cnc3n(c2=O)CCS3)cc1OC,-7%,-1,?,2%,-2%,-7,-6%[46.1 µM],0%,0,-12
CC(=O)c1c(C)nc2ccc(Cl)cn12,1%,1,?,3%,2%,-5,1%,-2%,1,-6
CCC(=O)NCCc1nc2ccccc2n1Cc1ccccc1,-5%,2,15%,5%,0%,1,3%[46.1 µM],1%,0,-14
CC(C)n1cnc2c(Nc3cccc(F)c3)nc(NCCO)nc21,-21%,1,?,9%,0%,-7,1%,-3%,/,-6
CCc1cc2c(=O)n(-c3ccccc3)cnc2s1,2%,1,-1%,-1%,0%,-4,3%,7%,5,18
CN(CC(=O)Nc1ccc(F)cc1)C(=O)c1cccc(S(=O)(=O)N2CCN(c3ccccc3)CC2)c1,4%,/,?,1%,-2%,-11,-2%,-4%,0,?
CCOC(=O)C1(CC2CCCCO2)CCN(C(=O)Nc2ccccc2CC)CC1 (stereo not drawn),-4%,5,-13%,7%,8%,8,-3%,-1%,-1,6
